Screens (PubChem BioAssay)
IMPase Li cell: membrane-permeable IMPase blocker, potentiated with lithium; actives 0.35% (n = 210,000); CHO-M1 cells, IP1 TR-FRET (IP-One), carbachol + lithium; Potency, µM (doses to about 59.4 µM), for inactives: at the top dose activity, negative = IMPase inhibition, usual class: inhibitors; AID 1457;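 note: IP1 builds up when IMPase is blocked and the TR-FRET signal falls; potency is the fitted concentration of half-maximal effect; plate controls were basal vehicle for no effect and high inhibitor control for full effect; nearly all actives have a fitted effect of over 50% in size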
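Lithium-sensitised IP1 accumulation assay; M1-expressing CHO cells treated 30 min at 37C with compound. Competitive antibody detection by time-resolved FRET followed a 10 min room-temperature lysis step.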
Luc counter: Kinase-Glo luciferase inhibition (counter-screen); Q27757; Kinase-Glo luciferase, ATP luminescence, 8 min; Potency, µM (highest dose often 38.3 µM), inactives show at the highest dose activity change, negative = inhibition, usual class: inhibitors; actives 0.28% (n = 200,000); note: potency is the fitted concentration of half-maximal effect; % is set by controls: 0 for no effect and ±100 for the full control effect; nearly all actives have a fitted effect of over 60% in size
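Light output from Kinase-Glo luciferase with luciferin and 10 uM ATP in 50 mM imidazole pH 7.2, KCl, MgCl2, Tween 20, BSA; compound pin-delivered, 8-min ambient incubation, then luminescence read.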
CBFb-RUNX1 inh: inhibitors of human CBF-beta and RUNX1 interaction. AlphaScreen CBFb-His/RUNX1-biotin binding, biochemical. 230,000 tested, under 10 active. Potency, µM (top dose mostly 59.8 µM), inactives show at the top dose activity, negative = inhibition, most hits filed as inhibitors. Q01196+Q13951. AID 1477; note: % of control where 0% means no effect
Target sequence (Q01196 whole entry, looked up): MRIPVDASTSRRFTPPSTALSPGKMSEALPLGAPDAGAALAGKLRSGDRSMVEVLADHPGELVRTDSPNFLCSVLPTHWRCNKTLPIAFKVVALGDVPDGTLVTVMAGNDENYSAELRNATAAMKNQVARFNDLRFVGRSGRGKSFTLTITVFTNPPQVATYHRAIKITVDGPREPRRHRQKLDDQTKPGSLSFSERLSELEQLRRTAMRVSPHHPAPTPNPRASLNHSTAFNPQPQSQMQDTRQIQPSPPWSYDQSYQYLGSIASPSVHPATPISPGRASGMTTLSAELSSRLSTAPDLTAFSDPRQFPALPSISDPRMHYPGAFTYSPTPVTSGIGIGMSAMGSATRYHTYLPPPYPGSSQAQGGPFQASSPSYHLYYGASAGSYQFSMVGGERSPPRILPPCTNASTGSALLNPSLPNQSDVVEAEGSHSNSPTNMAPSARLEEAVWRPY
Target sequence (Q13951 whole entry, looked up): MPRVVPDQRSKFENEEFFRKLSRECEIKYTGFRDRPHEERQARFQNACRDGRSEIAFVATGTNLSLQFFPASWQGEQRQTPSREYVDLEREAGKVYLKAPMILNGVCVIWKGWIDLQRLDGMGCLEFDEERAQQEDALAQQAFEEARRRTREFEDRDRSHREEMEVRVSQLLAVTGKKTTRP
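Read-out: AlphaScreen. Format: His-CBF-beta with biotinylated RUNX1 (30 nM each) preincubated 20 min, compound 15 min, Ni-chelate plus streptavidin beads 90 min; room temperature throughout.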
An asterisk follows results filed as active; ? = inconclusive; nt = not tested or not shown; [ ] = another dose, or the depositor's remark. Calls come from the whole dose curve; as a rule, active = well fitted curve in the direction sought with a large enough effect; inconclusive = small, poorly fitted or top-dose-only effect, or another doubt; inactive = no such curve, though single readings can be large; an effect the other way counts as inactive or inconclusive. An excerpt; rates above refer to the full screens.

SMILES	IMPase Li cell	Luc counter	CBFb-RUNX1 inh
Cc1ccc(C2=Nc3ccccc3S[C@@H](c3cccc([N+](=O)[O-])c3)C2)cc1	15.7%	-7.4%[7.66 µM]	nt
O=C(c1csnn1)N1CCC2(CC1)CN(c1cccc(-c3ccccc3)c1)C2	-1.2%	-2.4%	nt
O=C1/C(=C/c2ccccc2)[C@@H](NC2CCCCC2)c2ccccc21	31.6%[activator]	-4.4%[7.66 µM]	nt
Cc1nc2cnc(N3CCNCC3)nc2n(CCC#N)c1=O	6.5%	0.0%	nt
CN(C)Cc1nsc(N(C)C)n1	-4.6%	-1.5%[7.66 µM]	nt
c1ccc2c(c1)C(=Nc1ccc(N=C3c4ccccc4-c4ccccc43)cc1)c1ccccc1-2	10.9%	-1.5%[7.66 µM]	nt
CS(=O)(=O)N1CCC2(CCN(C(=O)Nc3cccc(C#N)c3)CC2)CC1	-0.6%	0.1%	nt
O=C1/C(=C/c2cccnc2)SC(=S)N1Cc1ccco1	3.6%	-5.2%[7.66 µM]	nt
C[C@@]12CC[C@@H]3[C@H](CCC4=CC(=O)CC[C@]43C)[C@@H]1CC[C@@H]2C(=O)Cn1cnc2c(=S)nc[nH]c21	3.6%	-3.2%[7.66 µM]	nt
O=C(c1ccncc1)N1CCC2(CCCN(c3ccccc3)C2)CC1	29.4%	-0.1%	nt
O=C(O)CSSCC(=O)O	1.8%	-4.4%[7.66 µM]	nt
COCC(=O)N1CCC2(CCCN(C(=O)Nc3cccc(F)c3)C2)CC1	0.8%	1.2%	nt
O=C(O)c1cc(-c2ccncc2)nc2ccccc12	-3.5%	-3.8%[7.66 µM]	nt
CC(C)=C[C@H]1[C@@H](C(=O)Oc2ccccc2C(C)C)C1(C)C	6.1%	-4.5%[7.66 µM]	nt
CN(C)CCCN=c1c2ccccc2n(C)c2[nH]c(=O)n(C)c(=O)c12	-9.2%	-4.9%[7.66 µM]	nt
CC1(C)[C@@H](CC(=O)O)CCC[C@@H]1CC(=O)O	-2.8%	-0.7%[7.66 µM]	nt
O=C(O)/C(=C\c1ccc(O)cc1)c1cccc2ccccc12	-1.2%	-0.7%[7.66 µM]	nt
Oc1c(CN2CCOCC2)ccc(CN2CCOCC2)c1O	2.2%	-2.9%[7.66 µM]	nt
Cc1c(C(=O)O)nc(/C=C\C(=O)O)[nH]c1=O	-1.2%	-2.7%[7.66 µM]	nt
O=C(O)[C@@H]1[C@H](C(=O)O)[C@H]2C(=O)C=C[C@H]1N2Cc1ccccc1	9.5%	0.4%[7.66 µM]	nt
Cc1cc(Cl)nc(NC(=O)CSc2ccc(Cl)cc2)n1	-9.8%	0.0%[7.66 µM]	nt
COCC(=O)N1CCC2(CC1)CCN(c1ccccn1)CC2	11.2%	-2.4%	nt
COc1ccc(-n2c(=O)c(CCc3ccccc3)nc3cnc(N(C)C)nc32)cc1	-0.2%	-1.6%	nt
Clc1ccccc1NN(Cc1ccccn1)c1ccccc1Cl	7.4%	-3.9%[7.66 µM]	nt
CC(=O)N1CCC2(CC1)CCN(c1ccc(-c3ccccc3)cc1)CC2	9.2%	-5.9%	nt

Shown field by field: entries from further up
> COCC(=O)N1CCC2(CCCN(C(=O)Nc3cccc(F)c3)C2)CC1
  IMPase Li cell: 0.8%	Luc counter: 1.2%	CBFb-RUNX1 inh: nt

> O=C(O)c1cc(-c2ccncc2)nc2ccccc12
  IMPase Li cell: -3.5%	Luc counter: -3.8%[7.66 µM]	CBFb-RUNX1 inh: nt

The listing picks up; the 4 compounds before the break are reprinted first.
SMILES	IMPase Li cell	Luc counter	CBFb-RUNX1 inh
COCC(=O)N1CCC2(CC1)CCN(c1ccccn1)CC2	11.2%	-2.4%	nt
COc1ccc(-n2c(=O)c(CCc3ccccc3)nc3cnc(N(C)C)nc32)cc1	-0.2%	-1.6%	nt
Clc1ccccc1NN(Cc1ccccn1)c1ccccc1Cl	7.4%	-3.9%[7.66 µM]	nt
CC(=O)N1CCC2(CC1)CCN(c1ccc(-c3ccccc3)cc1)CC2	9.2%	-5.9%	nt
O=S1(=O)N[C@H]2CC[C@@H]3NS(=O)(=O)N[C@H]4CC[C@H](N1)N4S(=O)(=O)N23	-11.3%	-2.2%[7.66 µM]	nt
O=C(Nc1ccccc1)N1CC[C@@]2(CCCN(C(=O)c3cccc(F)c3)C2)C1	2.8%	-1.4%	nt
O=C1c2ccccc2C(=O)N1C[C@]1(C(=O)O)NCCS1(=O)=O	-3.7%	-9.4%[7.66 µM]	nt
c1ccc2c[n+](Cc3ccnc4ccccc34)ccc2c1	18.7%	-7.4%[7.66 µM]	nt
COCC(=O)N1CCC2(CC1)CCN(c1cccc(-c3ccccc3)c1)CC2	-3.4%	0.0%	nt
O=C(Nc1cccc(F)c1)N1CC2(CCN(C(=O)c3ccco3)CC2)C1	-28.6%	-4.8%	nt
O=C(O)C[C@@H](C(=O)O)C1c2ccccc2-c2ccccc21	2.2%	-2.7%[7.66 µM]	nt
C/C(CC/C(C)=N/O)=N/O	-0.9%	-0.7%[7.66 µM]	nt
O=C(O)[C@@H](Cc1c[nH]c2ccccc12)C(=O)NO	-12.6%	-2.9%[7.66 µM]	nt
Cc1ccc(S(=O)(=O)OCC(=O)O)cc1	1.4%	-5.8%[7.66 µM]	nt
CC(=O)Nc1cc(CN2CCCCC2)c(O)c2ncccc12	2.1%	-3.7%[7.66 µM]	nt
NCCOC[C@H](N)C(=O)O	-9.7%	-2.1%[7.66 µM]	nt
N#Cc1cccc(NC(=O)N2CCCC3(CCN(C(=O)c4ccncc4)CC3)C2)c1	24.8%	-0.1%	nt
Nc1nc(N)c(-c2cccc(C(F)(F)F)c2)c(Cc2cccc(C(F)(F)F)c2)n1	-0.1%	-3.9%[7.66 µM]	nt
COc1ccc(-c2nc3cnc(N4CCNCC4)nc3n(C3CC3)c2=O)cc1	9.0%	1.2%	nt
COc1ccc(C(=O)N2CCC3(CC2)CN(c2ccncc2)C3)cc1	2.2%	-1.4%	nt
O=C(O)Cc1cc(Cl)ccc1O	-4.6%	-1.7%[7.66 µM]	nt
CC(=O)Nc1nc(NC(C)=O)c2[nH]c(CO)nc2n1	-6.0%	-0.7%[7.66 µM]	nt
Cc1noc(C)c1C(=O)N1CCC2(CC1)CN(Cc1cc(C(F)(F)F)cc(C(F)(F)F)c1)C2	20.1%	-2.9%	nt
CC(=O)N1CCC2(CCCN(c3ccc(-c4ccccc4)cc3)C2)CC1	13.8%	-0.4%	nt
O[C@@H](c1cc(-c2ccc(Cl)cc2)nc2ccccc12)C1CCCCN1 (some centres undefined)	-3.9%	-2.4%[7.66 µM]	nt
O=C(O)[C@@H]1[C@@H]2C[C@@H]3[C@@H](OC(=O)[C@@H]31)[C@H]2Br	6.3%	-0.7%[7.66 µM]	nt
C[C@H](CCC(=O)NN)[C@@H]1CC[C@@H]2[C@H]3CC[C@H]4C[C@@H](O)CC[C@@]4(C)[C@@H]3CC[C@]21C	9.4%	-3.2%[7.66 µM]	nt
c1ccc2cc(-c3cc(-c4cc(-c5ccc6ccccc6c5)on4)no3)ccc2c1	-14.2%	-4.0%[7.66 µM]	nt
CN(C)Cc1cc(O)c(O)c(CN(C)C)c1	-6.3%	-0.1%[7.66 µM]	nt
Next structures follow.
SMILES	IMPase Li cell	Luc counter	CBFb-RUNX1 inh
c1ccc(-c2cccc(N3CCCC4(CCNCC4)C3)c2)cc1	10.0%	-0.3%	nt
Cc1nc2cnc(Oc3cccc(Cl)c3)nc2n(CCc2ccccc2)c1=O	-13.0%	-1.9%	nt
Cc1noc(C)c1C(=O)N1CCC2(CC1)CCN(c1cccc(-c3ccccc3)c1)CC2	26.1%	-6.5%	nt
O=C1c2ccccc2-c2ccc(N(Cc3ccc(Br)cc3)Cc3ccc(Br)cc3)cc21	1.8%	2.2%[7.66 µM]	nt
CN1CCN(Cc2nc3cccc4c3c([n+]2[O-])-c2ccccc2-4)CC1	6.1%	-1.0%[7.66 µM]	nt
CC(=O)O[C@H]1CC[C@@]2(C)C(=CC[C@@H]3[C@H]4CC[C@@H]([C@H](C)C(=O)O)[C@]4(C)CC[C@H]32)C1	-23.9%	1.5%[7.66 µM]	nt
COC(=O)N1CCC[C@@]2(CCN(Cc3nccs3)C2)C1	-9.2%	-5.5%	nt
O=C(O)CSc1n[nH]c(=O)[nH]c1=O	8.6%	-3.8%[7.66 µM]	nt
CC(=O)[C@H]1CC[C@@H]2[C@]1(C)CC=C1[C@@]23C=C[C@]2(C[C@H](O)CC[C@@]12C)[C@H](C(=O)O)[C@@H]3C(=O)O	-0.8%	0.6%[7.66 µM]	nt
COc1ccc(C(=O)N2CCC3(CCCN(C(=O)Nc4cccc(C#N)c4)C3)CC2)cc1	-31.4%	-2.3%	nt
NNC(=O)[C@@H](O)[C@H](O)C(=O)NN	0.8%	-3.7%[7.66 µM]	nt
O=C(Nc1cccc(F)c1)N1CCC2(CC1)CCN(C(=O)c1cc(C(F)(F)F)cc(C(F)(F)F)c1)CC2	3.8%	0.2%	nt
C[C@@]1(CO)[C@H](O)CC[C@]2(C)[C@@H]1CC[C@H]1C[C@H]3C[C@]12CC[C@]3(O)COC(=O)CN	-5.2%	-7.2%[7.66 µM]	nt
O=C(O)c1cccc(C(=O)O)c1S(=O)Cc1ccccc1 (centres undefined)	7.6%	-3.7%[7.66 µM]	nt
N#CC[N+]1(Cc2ccccn2)CCCC1	3.9%	-1.3%[7.66 µM]	nt
CC(=O)O[C@@H]1CC(C)=C2[C@H]1[C@H](C)CC[C@H]2/C=C(\C)C(=O)O	15.4%	nt	-9.9%[21.7 µM]
Cc1cc(=O)oc2cc(O)cc(O)c12	-13.3%	nt	?
CCCCC(CC)CNCC(CC)CCCC (centres undefined)	5.2%	nt	-0.3%[21.7 µM]
N#CCc1ccccc1[N+](=O)[O-]	12.7%	nt	7.6%[21.7 µM]
CCOc1ccc2nc(N)sc2c1	13.5%	nt	10.2%[21.7 µM]
CCCCC/C=C/C=C/C=O	-12.3%	nt	5.3%[21.7 µM]
O=C(O)c1cccc(Cl)c1Cl	12.6%	nt	-8.1%[21.7 µM]
Cc1ccc(C(C)(C)C)cc1	17.0%	nt	0.4%[21.7 µM]
c1cc2c3c(c1)ccc1cccc(c13)C2	-20.6%	nt	-6.3%[21.7 µM]
CC1=C2[C@H](/C=C(\C)C(=O)O)CC[C@@H](C)[C@H]2CC1	2.1%	nt	26.3%[21.7 µM]
Remaining list, next part.
SMILES	IMPase Li cell	Luc counter	CBFb-RUNX1 inh
CCNC(=S)NCC	7.4%	nt	-27.6%[21.7 µM]
CC1=C(/C=C/C(C)=C/C=C/C(C)=C\C=O)C(C)(C)CCC1	-1.2%	nt	0.0%[21.7 µM]
O=Cc1ccc(Cl)cc1	4.2%	nt	5.6%[21.7 µM]
CCCC(=O)OC(=O)CCC	-6.1%	nt	26.0%[21.7 µM]
C=CCCCCCC	-7.1%	nt	23.0%[21.7 µM]
OCC(CO)(CBr)CBr	12.5%	nt	1.8%[21.7 µM]
C/C(Cl)=C/CCl	11.0%	nt	9.4%[21.7 µM]
Cc1ccc2oc(=O)ccc2c1	-9.6%	nt	?
COC(C)=O	-0.1%	nt	0.1%[21.7 µM]
C=CC(=O)NC(C)C	-28.1%	nt	9.9%[21.7 µM]
O=Cc1cccc(Br)c1	3.9%	nt	13.4%[21.7 µM]
O=C(O)c1ccccc1Cl	-3.1%	nt	2.1%[21.7 µM]
C=CC(=O)OCC(CO)(COC(=O)C=C)COC(=O)C=C	3.9%	nt	-0.5%[21.7 µM]
CC/C=C/C/C=C/C/C=C/CCCCCCCC(=O)OCC	-1.6%	nt	-6.9%[21.7 µM]
CCCCCNCCCCC	8.5%	nt	12.2%[21.7 µM]
O=[N+]([O-])c1ccc(Cl)cc1Cl	-5.9%	nt	16.9%[21.7 µM]
CC(C)N=C=NC(C)C	16.5%	nt	3.6%[21.7 µM]

5 records picked at random from those above, as already listed:
SMILES	IMPase Li cell	Luc counter	CBFb-RUNX1 inh
O=[N+]([O-])c1ccc(Cl)cc1Cl	-5.9%	nt	16.9%[21.7 µM]
CCCCCNCCCCC	8.5%	nt	12.2%[21.7 µM]
OCC(CO)(CBr)CBr	12.5%	nt	1.8%[21.7 µM]
C/C(Cl)=C/CCl	11.0%	nt	9.4%[21.7 µM]
O=Cc1cccc(Br)c1	3.9%	nt	13.4%[21.7 µM]
